Bim-Bfl-1 = inhibitors of Bim binding to Bfl-1, primary screen, biochemical, multiplexed, bead-based flow cytometry | Bim-Bfl-1 binding inhibition | inhibition, % at 10 µM | 190,000 compounds, 0.12% hits;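 note: 0% = wells without compound plus tracer and 100% = blocker peptide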
Bim-Bcl-B = inhibitors of Bim-Bcl-B binding, primary screen, biochemical, multiplexed, human Bcl-2 family | AID 951, 2007 | inhibition, % at 10 µM | bead-based flow cytometry, Bim peptide-Bcl-B binding | 190,000 compounds, 0.073% hits;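 note: 0% = tracer peptide without compound and 100% = reference inhibitor peptide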
Bcl-2 Bim block = inhibitors of Bim-Bcl-2 binding, primary screen, biochemical, multiplexed, human Bcl-2 family. Apoptosis regulator Bcl-2 (Homo sapiens), P10415. Bead-based flow cytometry, Bim peptide-Bcl-2 binding. inhibition, % at 10 µM. 190,000 compounds, 0.06% hits. AID 950, 2007; in the data active = inhibition above about 40%; inconclusive = no clear call, values can overlap the other calls;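 note: 0% = no compound wells with probe peptide and 100% = reference peptide inhibitor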
Target sequence (P10415 whole entry, looked up): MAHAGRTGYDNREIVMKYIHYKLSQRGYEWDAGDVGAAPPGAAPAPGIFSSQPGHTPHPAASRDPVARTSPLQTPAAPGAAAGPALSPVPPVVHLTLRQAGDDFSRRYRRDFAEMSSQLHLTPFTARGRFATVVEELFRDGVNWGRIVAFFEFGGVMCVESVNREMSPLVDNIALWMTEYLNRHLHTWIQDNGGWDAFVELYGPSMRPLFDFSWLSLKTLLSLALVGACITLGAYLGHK
RGS8-Gao reg = RGS8-Galphao binding modulators, primary screen, biochemical, multiplexed bead flow cytometry | actives lie on both sides | 220,000 compounds, 0.34% hits | AID 1423, 2008 | Guanine nucleotide-binding protein G(o) subunit alpha (Homo sapiens), P09471 | response (percent of control binding), % at 10 µM; in the data active = response below about 60% or above about 140%; inactive = in between;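 note: Galphao activated as the GDP aluminium fluoride complex binding bead-coupled RGS8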
Bcl-XL Bim block = inhibitors of Bim-Bcl-XL binding, primary screen, biochemical, multiplexed, bead flow cytometry, human Bcl-XL. Bim peptide-Bcl-XL binding, fluorescence. inhibition, % at 10 µM. Bcl-2-like protein 1 (Homo sapiens), Q07817. 190,000 compounds, 0.04% hits. AID 1007, 2008
RGS7-Gao reg = RGS7-Galphao binding modulators, primary screen, biochemical, multiplexed bead flow cytometry. Guanine nucleotide-binding protein G(o) subunit alpha (Homo sapiens), P09471. actives lie on both sides. binding response (% of control), % at 10 µM. 220,000 compounds, 0.35% hits. AID 1439, 2008; in the data active = binding response below about 49% or above about 150%; inconclusive = no clear call, values can overlap the other calls; inactive = in between;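 note: fluorescent Galphao held in activated GDP-AlF4 state binding bead-coupled RGS7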
GSH bead fluor = compound fluorescence on glutathione beads, profiling panel, artefact control, biophysical, 488/530 nm, flow cytometry. GSH beads flow cytometry, compound fluorescence 488/530 nm; active compounds read high. fluorescence (KMESF) at 10 µM. 190,000 compounds, 0.25% hits; in the data active = fluorescence above about 89;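 note: glutathione beads carrying GST-tagged Bcl family fusion proteins plus one bare bead set; values are compound well signal with DMSO vehicle wells as background; inactives centre near 16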
ABCB1 inh = ABCB1 efflux pump inhibitors, primary screen, cell-based, multiplex, flow cytometry, ABCG2 counter-screen | ATP-dependent translocase ABCB1 (Homo sapiens), P08183 | inhibition, % at 6.6 µM | 190,000 compounds, 0.067% hits | CCRF-Adr cells, JC-1 efflux; in the data active = inhibition above about 40%;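 note: 0% = vehicle and 100% = reference inhibitor; higher value means more JC-1 retained so stronger ABCB1 efflux block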
RGS4-Gao reg = modulators of RGS4 binding to Galphao, primary screen, biochemical, multiplexed bead flow cytometry | Guanine nucleotide-binding protein G(o) subunit alpha (Homo sapiens), P09471 | actives lie on both sides | binding response (% of control), % at 10 µM | 220,000 compounds, 0.33% hits | AID 1415, 2008; in the data active = binding response below about 49% or above about 150%; inactive = in between;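 note: fluorescent Galphao activated with aluminum fluoride binding bead-coupled RGS4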
Bcl-W Bim block = inhibitors of Bim binding to Bcl-W, primary screen, biochemical, multiplexed, bead-based flow cytometry. Bim peptide-Bcl-W binding. 190,000 compounds, 0.02% hits. AID 952, 2007. inhibition, % at 10 µM. Bcl-2-like protein 2 (Homo sapiens), Q92843;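 note: 0% = bound tracer without compound and 100% = peptide blocker; higher means less fluorescent Bim peptide bound to Bcl-W beads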
Target sequence (Q92843 whole entry, looked up): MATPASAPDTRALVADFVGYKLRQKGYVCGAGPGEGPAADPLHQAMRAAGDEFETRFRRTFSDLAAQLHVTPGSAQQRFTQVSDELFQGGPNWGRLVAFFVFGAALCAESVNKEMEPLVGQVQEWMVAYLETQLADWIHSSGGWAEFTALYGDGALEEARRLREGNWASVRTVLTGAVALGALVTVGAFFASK
ABCG2 block = ABCG2 efflux pump inhibitors, primary screen, multiplex with ABCB1, IgMXP3 cells, flow cytometry; Broad substrate specificity ATP-binding cassette transporter ABCG2 (Homo sapiens), Q9UNQ0; JC-1 efflux; inhibition, % at 6.6 µM; 190,000 compounds, 0.1% hits; AID 1325, 2008;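 active = inhibition above 80%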;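 note: 0% = DMSO and 100% = nicardipine control wells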
Target sequence (Q9UNQ0 whole entry, looked up): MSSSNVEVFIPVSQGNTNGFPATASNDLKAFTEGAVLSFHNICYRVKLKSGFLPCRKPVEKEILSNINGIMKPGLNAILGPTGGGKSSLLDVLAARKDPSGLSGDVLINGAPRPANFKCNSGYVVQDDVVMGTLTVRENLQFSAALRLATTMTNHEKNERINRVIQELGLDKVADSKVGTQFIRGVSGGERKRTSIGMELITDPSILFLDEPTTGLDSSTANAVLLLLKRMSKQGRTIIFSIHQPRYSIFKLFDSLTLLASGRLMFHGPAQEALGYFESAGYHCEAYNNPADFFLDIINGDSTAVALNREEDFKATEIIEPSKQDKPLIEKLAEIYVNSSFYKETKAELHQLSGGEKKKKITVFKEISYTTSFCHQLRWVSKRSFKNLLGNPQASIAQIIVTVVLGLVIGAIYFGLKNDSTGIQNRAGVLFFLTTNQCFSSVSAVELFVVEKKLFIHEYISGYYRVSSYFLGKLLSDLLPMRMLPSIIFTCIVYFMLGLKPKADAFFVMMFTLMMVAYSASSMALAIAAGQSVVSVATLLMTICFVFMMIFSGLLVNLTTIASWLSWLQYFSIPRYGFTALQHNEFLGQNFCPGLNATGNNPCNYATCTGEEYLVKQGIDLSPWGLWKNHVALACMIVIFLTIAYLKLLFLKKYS
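Test system: IgMXP3 (ABCG2) plus far-red-tagged CCRF-Adr (ABCB1) cells. Reagent: JC-1 dye as substrate. Timing: 10 min exposure at 25 °C with rotation, no wash. Measured by: flow cytometric JC-1 green MFI at 530 nm. Read-out: percent efflux inhibition, scaled nicardipine 100% to DMSO 0%. Control set: nicardipine and DMSO wells.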
* marks the source's active call; other numbers are inactive results; & = joins results of further samples. Cut-off read from the data, not from the text of the source, unless noted: active = inhibition above about 40%.

Screening CN1CCN(CCCc2c3c(cc4c2CCC4)CCC3)CC1 returned Bim-Bfl-1 -8, Bim-Bcl-B 27, Bcl-2 Bim block -2, RGS8-Gao reg 100, Bcl-XL Bim block 0, RGS7-Gao reg 99, GSH bead fluor 17, ABCB1 inh 0.2, RGS4-Gao reg 100, Bcl-W Bim block 2 and ABCG2 block 2.
Cc1cc(Cl)ccc1NC(=S)NC(C)(C)C was read as Bim-Bfl-1 -5, Bim-Bcl-B 0, Bcl-2 Bim block -7, RGS8-Gao reg 95, Bcl-XL Bim block -1, RGS7-Gao reg 86, GSH bead fluor 9, ABCB1 inh 0.6, RGS4-Gao reg 88, Bcl-W Bim block 1 and ABCG2 block 23.
`O=C(NCc1ccco1)C(=O)c1cn(CC(=O)N2CCCCC2)c2ccccc12` gave Bim-Bfl-1 -7, Bim-Bcl-B -1, Bcl-2 Bim block -5, RGS8-Gao reg 100, Bcl-XL Bim block -2, RGS7-Gao reg 96, GSH bead fluor 9, ABCB1 inh 0.5, RGS4-Gao reg 96, Bcl-W Bim block 0 and ABCG2 block 2.
`CCOC(=O)NC(=O)COC(=O)CCCSc1nc2ccccc2s1` gave Bim-Bfl-1 -3, Bim-Bcl-B -2, Bcl-2 Bim block -1, RGS8-Gao reg 103, Bcl-XL Bim block -3, RGS7-Gao reg 110, GSH bead fluor 11, ABCB1 inh -0.3, RGS4-Gao reg 105, Bcl-W Bim block -1 and ABCG2 block 5.
O=C(COc1ccccc1)Nc1sc2c(c1C(=O)NCc1cccnc1)CCCC2 was read as Bim-Bfl-1 -11, Bim-Bcl-B -7, Bcl-2 Bim block -5, RGS8-Gao reg 95, Bcl-XL Bim block 4, RGS7-Gao reg 90, GSH bead fluor 24, ABCB1 inh 3.8, RGS4-Gao reg 87, Bcl-W Bim block 0 and ABCG2 block 7.
Screening Nc1nc(CN2CCN(c3cccc(Cl)c3)CC2)nc(N2CCCc3ccccc32)n1 returned Bim-Bfl-1 -9, Bim-Bcl-B -7, Bcl-2 Bim block -3, RGS8-Gao reg 101, Bcl-XL Bim block -6, RGS7-Gao reg 98, GSH bead fluor 22, ABCB1 inh 0.5, RGS4-Gao reg 99, Bcl-W Bim block 1 and ABCG2 block 12.
Cc1ccc(N(C)S(=O)(=O)c2cccc(C(=O)Oc3ccc4c(C)cc(=O)oc4c3)c2)cc1 was read as Bim-Bfl-1 -1, Bim-Bcl-B 0, Bcl-2 Bim block -1, RGS8-Gao reg 101, Bcl-XL Bim block 1, RGS7-Gao reg 101, GSH bead fluor 9, ABCB1 inh 0.5, RGS4-Gao reg 101, Bcl-W Bim block -1 and ABCG2 block 2.
O=S(=O)(c1ccc(N=C2NN=C(c3cc(F)ccc3F)CS2)cc1)N1CCOCC1 was read as Bim-Bfl-1 9, Bim-Bcl-B -5, Bcl-2 Bim block 0, RGS8-Gao reg 92, Bcl-XL Bim block 0, RGS7-Gao reg 97, GSH bead fluor 14, ABCB1 inh -0.6, RGS4-Gao reg 95, Bcl-W Bim block 0 and ABCG2 block -2.
Screening CSc1ccccc1NC(=O)Nc1cccc(Cl)c1C returned Bim-Bfl-1 -1, Bim-Bcl-B -10, Bcl-2 Bim block -2, RGS8-Gao reg 99, Bcl-XL Bim block -5, RGS7-Gao reg 103, GSH bead fluor 16, ABCB1 inh 0.0, RGS4-Gao reg 100, Bcl-W Bim block -4 and ABCG2 block 1.
NC(N)=N/N=C/c1c(Cl)cccc1Cl was read as Bim-Bfl-1 -3, Bim-Bcl-B -4, Bcl-2 Bim block -3, RGS8-Gao reg 95&96, Bcl-XL Bim block -4, RGS7-Gao reg inconclusive, GSH bead fluor 22, ABCB1 inh 0.6, RGS4-Gao reg 94&99, Bcl-W Bim block -7 and ABCG2 block 4.
`CCOC(=O)C1CCN(C(=S)Nc2ccc(CC)cc2)CC1` gave Bim-Bfl-1 -5, Bim-Bcl-B -7, Bcl-2 Bim block -1, RGS8-Gao reg 101, Bcl-XL Bim block -1, RGS7-Gao reg 89, GSH bead fluor 14, ABCB1 inh -0.1, RGS4-Gao reg 95, Bcl-W Bim block 0 and ABCG2 block 11.
C/C(=N/NC(=O)c1ccncc1)C1=C(O)CC(C)(C)CC1=O was read as Bim-Bfl-1 0, Bim-Bcl-B -3, Bcl-2 Bim block 0, RGS8-Gao reg 102, Bcl-XL Bim block -1, RGS7-Gao reg 103, GSH bead fluor 12, ABCB1 inh 1.7, RGS4-Gao reg 104, Bcl-W Bim block 0 and ABCG2 block 4.
For CCCCNS(=O)(=O)c1ccc2nc(SCC(=O)Nc3cc(C)cc(C)c3)[nH]c2c1 the results were Bim-Bfl-1 -1, Bim-Bcl-B -2, Bcl-2 Bim block -5, RGS8-Gao reg 99, Bcl-XL Bim block -4, RGS7-Gao reg 101, GSH bead fluor 10, ABCB1 inh -0.2, RGS4-Gao reg 100, Bcl-W Bim block -2 and ABCG2 block -2.
For O=C(C(NS(=O)(=O)c1cccs1)c1ccccc1)N1CCN(c2ccccc2)CC1 (stereo not drawn) the results were Bim-Bfl-1 -1, Bim-Bcl-B -1, Bcl-2 Bim block -2, RGS8-Gao reg 102, Bcl-XL Bim block 0, RGS7-Gao reg 98, GSH bead fluor 18, ABCB1 inh 1.9, RGS4-Gao reg 102, Bcl-W Bim block -1 and ABCG2 block 5.
`CCOC(=O)c1c(-c2ccc(OC)cc2)csc1NC(=O)CNCc1ccco1` gave Bim-Bfl-1 -10, Bim-Bcl-B -5, Bcl-2 Bim block -8, RGS8-Gao reg 99, Bcl-XL Bim block -4, RGS7-Gao reg 100, GSH bead fluor 4, ABCB1 inh 0.4, RGS4-Gao reg 103, Bcl-W Bim block 0 and ABCG2 block 2.

The final 3 entries of the part above lead into the next:
For CCCCNS(=O)(=O)c1ccc2nc(SCC(=O)Nc3cc(C)cc(C)c3)[nH]c2c1 the results were Bim-Bfl-1 -1, Bim-Bcl-B -2, Bcl-2 Bim block -5, RGS8-Gao reg 99, Bcl-XL Bim block -4, RGS7-Gao reg 101, GSH bead fluor 10, ABCB1 inh -0.2, RGS4-Gao reg 100, Bcl-W Bim block -2 and ABCG2 block -2.
For O=C(C(NS(=O)(=O)c1cccs1)c1ccccc1)N1CCN(c2ccccc2)CC1 (stereo not drawn) the results were Bim-Bfl-1 -1, Bim-Bcl-B -1, Bcl-2 Bim block -2, RGS8-Gao reg 102, Bcl-XL Bim block 0, RGS7-Gao reg 98, GSH bead fluor 18, ABCB1 inh 1.9, RGS4-Gao reg 102, Bcl-W Bim block -1 and ABCG2 block 5.
`CCOC(=O)c1c(-c2ccc(OC)cc2)csc1NC(=O)CNCc1ccco1` gave Bim-Bfl-1 -10, Bim-Bcl-B -5, Bcl-2 Bim block -8, RGS8-Gao reg 99, Bcl-XL Bim block -4, RGS7-Gao reg 100, GSH bead fluor 4, ABCB1 inh 0.4, RGS4-Gao reg 103, Bcl-W Bim block 0 and ABCG2 block 2.
Screening COC(=O)CN(c1ccc(C)c(Cl)c1)S(C)(=O)=O returned Bim-Bfl-1 -15, Bim-Bcl-B -12, Bcl-2 Bim block -9, RGS8-Gao reg 101, Bcl-XL Bim block -13, RGS7-Gao reg 100, GSH bead fluor 34, ABCB1 inh 0.6, RGS4-Gao reg 103, Bcl-W Bim block 0 and ABCG2 block 2.
For CC(C)C(=O)N1CCN(C2=NS(=O)(=O)c3ccccc32)CC1 the results were Bim-Bfl-1 -13, Bim-Bcl-B -4, Bcl-2 Bim block -7, RGS8-Gao reg 103, Bcl-XL Bim block 0, RGS7-Gao reg 100, GSH bead fluor 33, ABCB1 inh 0.5, RGS4-Gao reg 100, Bcl-W Bim block 0 and ABCG2 block 7.
`Cc1ccc(-c2nnc(-n3nc(C)cc3C)c3ccccc23)cc1` gave Bim-Bfl-1 -15, Bim-Bcl-B -5, Bcl-2 Bim block -15, RGS8-Gao reg 101, Bcl-XL Bim block -4, RGS7-Gao reg 99, GSH bead fluor 17, ABCB1 inh 1.3, RGS4-Gao reg 104, Bcl-W Bim block -2 and ABCG2 block 8.
For C/C(=N/NC(=O)c1cccnc1)C1=C(O)CC(C)(C)CC1=O the results were Bim-Bfl-1 2, Bim-Bcl-B -1, Bcl-2 Bim block 0, RGS8-Gao reg 96, Bcl-XL Bim block -3, RGS7-Gao reg 88, GSH bead fluor 13, ABCB1 inh 1.6, RGS4-Gao reg 97, Bcl-W Bim block -4 and ABCG2 block 4.
For CCCn1c(NCc2ccccc2NS(=O)(=O)c2ccc(C)cc2)nc2ccccc21 the results were Bim-Bfl-1 -7, Bim-Bcl-B -7, Bcl-2 Bim block -6, RGS8-Gao reg 104, Bcl-XL Bim block -5, RGS7-Gao reg 101, GSH bead fluor 10, RGS4-Gao reg 101, Bcl-W Bim block -1 and ABCG2 block 0.
For COc1cc(NC(=S)N2CCN(CCO)CC2)c(OC)cc1Cl the results were Bim-Bfl-1 -3, Bim-Bcl-B -7, Bcl-2 Bim block -3, RGS8-Gao reg 101, Bcl-XL Bim block -2, RGS7-Gao reg 103, GSH bead fluor 16, ABCB1 inh 0.5, RGS4-Gao reg 102, Bcl-W Bim block -1 and ABCG2 block 3.
For CCOC(=O)COc1ncn(-c2ccccc2)n1 the results were Bim-Bfl-1 -21, Bim-Bcl-B -10, Bcl-2 Bim block -12, RGS8-Gao reg 103, Bcl-XL Bim block -8, RGS7-Gao reg 101, GSH bead fluor 33, ABCB1 inh -0.2, RGS4-Gao reg 100, Bcl-W Bim block -2 and ABCG2 block 15.
For CCC1CCC(C(=O)NNC(=O)OC)CC1 (stereo not drawn) the results were Bim-Bfl-1 0, Bim-Bcl-B -2, Bcl-2 Bim block 1, RGS8-Gao reg 105, Bcl-XL Bim block -3, RGS7-Gao reg 100, GSH bead fluor 12, ABCB1 inh 0.0, RGS4-Gao reg 99, Bcl-W Bim block -3 and ABCG2 block -6.
`O=C1CSC(c2ccccc2F)N1c1ccccc1` (stereo not drawn) gave Bim-Bfl-1 0, Bim-Bcl-B 0, Bcl-2 Bim block -2, RGS8-Gao reg 105, Bcl-XL Bim block 0, RGS7-Gao reg 97, GSH bead fluor 14, ABCB1 inh -0.6, RGS4-Gao reg 103, Bcl-W Bim block 1 and ABCG2 block 0.

Bioassay records as filed in PubChem BioAssay.
